Bioassay records deposited in PubChem by several laboratories.
dFosB act: activators of delta FosB homodimer, primary screen, biochemical, fluorescence polarization, TAMRA-CDK5 oligo, single point; Protein FosB (Mus musculus), P13346; purified delta FosB; percent of positive-control signal above neutral wells; activation, % at 25 µM; 340,000 compounds, 0.99% hits; AID 493131, 2011;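 active means mean activation above about 17%, with every replicate also reaching it, limit read from the data, passing the limit was not always enough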;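 further: fluorescence polarization rise as delta FosB binds a TAMRA Cdk5 AP-1 oligo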
Target sequence (P13346 whole entry, looked up): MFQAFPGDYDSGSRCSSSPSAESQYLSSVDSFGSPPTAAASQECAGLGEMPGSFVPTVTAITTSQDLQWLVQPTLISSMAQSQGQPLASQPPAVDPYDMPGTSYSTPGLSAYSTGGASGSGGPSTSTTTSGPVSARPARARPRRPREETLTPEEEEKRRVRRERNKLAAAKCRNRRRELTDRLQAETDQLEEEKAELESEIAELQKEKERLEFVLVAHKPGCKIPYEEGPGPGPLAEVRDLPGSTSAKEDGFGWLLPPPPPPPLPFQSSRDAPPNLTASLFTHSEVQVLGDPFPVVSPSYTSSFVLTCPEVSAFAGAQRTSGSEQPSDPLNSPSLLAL
SR-BI HDL uptake: inhibitors of SR-BI mediated HDL lipid uptake, primary screen, ldlA[mSR-BI] cells, fluorescence, single point; Scavenger receptor class B member 1 (Mus musculus), Q61009; ldlA[mSR-BI] CHO cells, DiI-HDL uptake fluorescence, 3 h; inhibition, % at 12.5 µM; 320,000 compounds, 0.96% hits;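 active means mean replicate inhibition of at least 70% and a set share of replicates each scoring 70 or more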;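 further: 0% = median of neutral control wells and 100% = median of positive control wells; values of inactives mirror those of a sister screen read the other way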
Target sequence (Q61009 whole entry, looked up): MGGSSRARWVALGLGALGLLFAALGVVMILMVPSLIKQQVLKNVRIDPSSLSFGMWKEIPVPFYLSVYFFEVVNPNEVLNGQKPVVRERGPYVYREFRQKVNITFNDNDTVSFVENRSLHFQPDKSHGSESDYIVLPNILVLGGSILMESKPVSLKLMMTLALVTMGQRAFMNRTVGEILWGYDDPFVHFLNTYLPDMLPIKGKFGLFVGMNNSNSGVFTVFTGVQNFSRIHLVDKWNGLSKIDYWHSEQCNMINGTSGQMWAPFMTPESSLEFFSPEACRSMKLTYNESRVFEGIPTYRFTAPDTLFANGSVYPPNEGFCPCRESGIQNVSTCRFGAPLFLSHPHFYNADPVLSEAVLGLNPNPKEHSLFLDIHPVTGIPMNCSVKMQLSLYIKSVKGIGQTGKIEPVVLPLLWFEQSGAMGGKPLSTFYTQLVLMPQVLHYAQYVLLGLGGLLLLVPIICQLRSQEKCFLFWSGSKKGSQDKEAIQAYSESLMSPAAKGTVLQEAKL
CDK5 inh: inhibitors of human CDK5/p35 kinase, primary screen, biochemical, single concentration. Cyclin-dependent kinase 5 (Homo sapiens) + Cyclin-dependent kinase 5 activator 1 (Homo …. Recombinant CDK5/p35, ADP-Glo luminescence, 60 min. inhibition, % at 10 µM. 330,000 compounds, 0.01% hits. AID 488839, 2010;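 active means highest replicate inhibition of at least 50% and at least 75% of replicates reaching 50%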;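 further: plate controls were DMSO neutral control for no effect and GW8510 at 10 µM for full effect; many of its hits are not listed in these tables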
Pemphigus Ab inh: inhibitors of pemphigus antibody binding to DSG3, primary screen, biochemical, bead-based, flow cytometry, scFv-GFP | DSG3-coupled beads, scFv-anti-DSG3-GFP binding; active compounds read low | binding (percent of control), % at 10 µM | 310,000 compounds, 0.48% hits;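 active means binding more than 3 SD below its plate's average and above zero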;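 further: hits lower antibody fragment binding to DSG3; some compounds called inactive have numbers as strong as hits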
Mot1-301 SUMO: yeast Mot1-301 growth rescue at high temperature, primary screen, SUMOylation pathway inhibitor project, S. cerevisiae, ATP luminescence, 38.5C; S. cerevisiae Mot1-301 growth rescue; percent above DMSO median, 100 means doubled; growth rescue, % at 18.8 µM; 320,000 compounds, 1% hits; AID 2716, 2010;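 active means every valid replicate shows activation above 250% relative to neutral control wells; inactive means the rest, any valid replicate at or below 250%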;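 further: OY570 slx delta 5 strain wells were the positive control but not used for scaling; some compounds called inactive have numbers as strong as hits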
NSD2 inh: NSD2 histone methyltransferase inhibitors, primary screen, biochemical, AlphaScreen, single concentration, set 2 | 310,000 compounds, 0.54% hits | Histone-lysine N-methyltransferase NSD2 (Homo sapiens), O96028 | AID 743445, 2014 | inhibition, % at 12.5 µM | NSD2 peptide methylation, 120 min; in the data active means inhibition above about 50%
PKA-R2B act: activators of PKA-R2B holoenzyme, primary screen, biochemical, fluorescence polarization, Cy5-IP20, human; PKA-R2B holoenzyme dissociation; R2B truncated from residue 108, S112A mutant; 0% DMSO only, 100% 113 µM cGMP; activation, % at 11.4 µM; 340,000 compounds, 0.079% hits; AID 504700, 2011;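 active means activation above a cutoff set at the mean over all compounds plus 3 SD, cut at about 18% in these data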;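 further: higher means more holoenzyme dissociation and a rise in polarization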
MITF act: activators of MITF-driven TRPM1 promoter reporter, primary screen, cell-based, SK-MEL-5, luciferase, single point | SK-MEL-5 TRPM1-promoter luciferase, 24 h; % of positive control, neutral wells = 0 | activation, % at 12.5 µM | 300,000 compounds, 0.75% hits;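 active means mean activation of at least 80% with every replicate also reaching 80%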;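 further: 0% = neutral control wells and 100% = parthenolide positive control wells; values of inactives mirror those of a sister screen read the other way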
PKA-R1A act: activators of PKA-R1A holoenzyme, primary screen, biochemical, fluorescence polarization, Cy5-IP20, bovine R1A, mouse PKAc | cAMP-dependent protein kinase type I-alpha regulatory subunit (Bos taurus) + … | PKA-R1A dissociation; scaled: DMSO 0%, 113 µM cGMP 100% | activation, % at 11.4 µM | 340,000 compounds, 0.083% hits;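 active means percent activation above the mean of all tested compounds plus 3 SD, cut at about 19% in these data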;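 further: higher means more PKAc released from R1A so a rise in polarization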
Arr AP2 block: inhibitors of beta-arrestin/AP2 binding, primary screen, biochemical, GPCR trafficking, flow cytometry; beta-arrestin 1 C-terminal peptide binding to AP2 beta2-adaptin appendage (human); FITC-arrestin peptide / GST-AP2 beads; AP2 beta2 appendage carries R879A mutation; inhibition, % at 10 µM; 340,000 compounds, 0.31% hits;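 active means inhibition above a set limit, near 3 SD of compounds lacking own fluorescence, cut at about 54% in these data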;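 further: plate controls were DMSO wells for no effect and 5 µM unlabelled arrestin peptide for full effect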
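Test system: GST-tagged AP2 beta2-adaptin appendage (R879A) on 4 µm glutathione beads; also added: fluorescein-tagged arrestin peptide at 50 nM final; timing: 12 min plus 1 h, RT; signal: flow cytometry, FL1 (488/535 nm); read-out: percent drop in bead-associated FITC signal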
SR-BI uptake up: activators of SR-BI mediated DiI-HDL uptake, primary screen, ldlA[mSR-BI] CHO cells, DiI fluorescence; 3 h; 100 = double the neutral-control signal; activation, % at 12.5 µM; 320,000 compounds, 0.096% hits; AID 504775, 2011;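 active means mean replicate activation of at least 60% and every replicate at or above 60%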;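 further: 0% = median plate neutral-control signal and 100% = twice that signal; values of inactives mirror those of a sister screen read the other way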
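system = CHO ldlA[mSR-BI] cells, LDL receptor-null, SR-BI overexpressing | medium = Ham's F12 with 0.5% BSA, HEPES 25 mM, pH 7.4 | probe or stimulus = DiI-HDL 10 µg/mL | compound dosing = single-point compound dose | incubation = compound exposure 3 h, 37 °C | technique = DiI fluorescence, bottom read | read-out = cell-associated DiI fluorescence as measure of HDL uptake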
Active calls of the source: *; · = no result given.

Preview, 2 compounds:
SMILES	dFosB act	SR-BI HDL uptake	CDK5 inh	Pemphigus Ab inh	Mot1-301 SUMO	NSD2 inh	PKA-R2B act	MITF act	PKA-R1A act	Arr AP2 block	SR-BI uptake up
O=c1oc2c3c4c(cc2c2c1CCC2)OCCN4CCC3	-19	28	0.1	99	22	8	-13	-8	4	3	-28
CCOc1ccccc1N1CCN(C(=O)c2cccc(S(=O)(=O)N3CCOCC3)c2)CC1	-11	15	-1.8	·	31	1	-6	·	4	-3	-15

Main list, from the start:
SMILES	dFosB act	SR-BI HDL uptake	CDK5 inh	Pemphigus Ab inh	Mot1-301 SUMO	NSD2 inh	PKA-R2B act	MITF act	PKA-R1A act	Arr AP2 block	SR-BI uptake up
O=c1oc2c3c4c(cc2c2c1CCC2)OCCN4CCC3	-19	28	0.1	99	22	8	-13	-8	4	3	-28
CCOc1ccccc1N1CCN(C(=O)c2cccc(S(=O)(=O)N3CCOCC3)c2)CC1	-11	15	-1.8	·	31	1	-6	·	4	-3	-15
COc1ccc(CN2CCN(C(=O)C3CC(=O)N(C4CCCCCC4)C3)CC2)c(OC)c1OC (centres undefined)	-8	13	0.5	111	·	·	-2	-2	-3	9	-13
O=c1o[nH]c(-c2ccccc2)c1C=Nc1ccc(Cl)cc1	-4	-2	0.1	85	2	0	-6	3	-1	2	2
O=C(Nc1ccc(Cl)c(Cl)c1)Nc1nnc(CC2=CCCCC2)s1	5	15	0.4	87	-9	-2	-3	-29	-13	-4	-15
Cc1ccc(CCCOC(=O)CN2CCCCC2)cc1	0	-10	0.3	102	-13	0	2	5	-4	-12	10
CC1CCc2sc3nc(NCc4ccco4)n4ncnc4c3c2C1 (centres undefined)	-7	4	-2.0	·	-12	·	-11	2	-8	13	-4
COc1ccccc1CNC(=O)Cc1ccccc1	1	2	-1.1	123	-4	-4	4	·	7	-5	-2
O=C(CNC(=O)c1ccccc1)N/N=C/c1ccc([N+](=O)[O-])s1	1	-3	1.9	96	-16	·	-14	-62	-16	3	3
COc1ccc(C(=O)NNC(=O)CCn2nnc(-c3ccc(Cl)cc3)n2)cc1OC	-13	-8	1.4	108	1	0	-7	-11	5	-5	8
CC(=O)c1ccc(-c2ccc([C@H]3[C@@H]4C=CCC[C@@]4(C)C(=O)N3Cc3ccccc3)c(F)c2)cc1	8	36	0.4	102	3	·	-5	-6	-11	17	-36
O=C(NCCCCc1ccccc1)c1ccc(Br)cc1	-5	13	0.1	115	-18	-3	-5	·	-2	-8	-13
CCCC(=NCc1ccccc1)C1=C(O)C(C(=O)OC)C(C)(C)CC1=O (centres undefined)	-3	-1	0.1	98	39	-2	-2	-10	3	-2	1
COc1ccc(-c2nc3nc(C)cc(=O)n3[nH]2)cc1	-2	-15	-3.4	101	-15	·	-10	3	2	4	15
CC(=O)Nc1cccc(C(=O)OCC(=O)NC(C)c2ccc(F)cc2)c1 (centres undefined)	-2	-10	0.4	94	50	·	1	-7	7	-19	10
Cc1nn(C)cc1CNC(=O)Nc1cccc(Cl)c1	-1	4	1.4	102	348*	-5	-2	48	-3	2	-4
Cc1ccc2oc3nc(C)c(C(=O)Nc4cccc(C(F)(F)F)c4)cc3c(=O)c2c1	3	-5	0.4	99	-22	-1	0	43	-3	-3	5
O=C(OCc1ccccc1)N1C=CC2CC1c1c(Cl)cccc12 (centres undefined)	-11	22	2.3	100	·	·	10	17	-14	14	-22
Clc1ccc(-c2csc(N/N=C/c3cccnc3)n2)c(Cl)c1	-6	-8	-0.3	98	642	1	-10	5	-8	4	8
CC1CCN(C(=O)c2[nH]cnc2C(=O)NCc2ccc(CNC(=O)OC(C)(C)C)cc2)CC1	-7	3	0.8	103	4	·	0	-6	3	-9	-3
c1ccc(-n2c(SCc3ccncc3)nnc2-c2ccco2)cc1	-7	5	-0.1	111	-7	-1	1	·	2	-7	-5
Cn1c(SCC(=O)Nc2ccc(Br)cn2)nnc1C1CC1	1	-17	1.7	116	-11	6	-2	-17	7	-5	17
CNc1nc(-c2ccc3c(c2)CCN3C(=O)c2ccccc2F)c(C)s1	-9	57	-0.1	99	2	-7	2	25	-4	43	-57
O=C(c1ccccc1)N1CCN(CCc2ccccc2)CC1	0	-18	1.3	97	10	·	1	-7	-8	29	18
O=S(=O)(NCc1ccccc1F)NCc1ccccc1F	4	-4	0.1	93	-8	0	-9	2	-12	·	4
O=c1[nH]c(=O)n(Cc2ccccc2)c2c1C(C(F)(F)F)(C(F)(F)F)N=C(c1ccco1)N2	-9	0	-0.7	99	32	-2	-12	·	-3	-9	0
CN(C)c1nc2n(c(=O)n1)CCS2	6	-21	-0.3	107	-8	37	3	-10	-1	2	21
Cc1ccccc1OCc1nnc(SCC(=O)Nc2ccc(N3CCOCC3)c(Cl)c2)n1C	-1	18	-0.8	106	-1	0	-3	-1	0	28	-18
COc1ccc(CCNS(=O)(=O)c2csc(C(N)=O)c2)cc1OC	-2	6	-1.1	·	4	2	-7	-5	9	0	-6
Clc1cccc(Cl)c1Cn1nnc(-c2cccs2)n1	3	-10	-5.2	·	152	-1	-6	·	-9	9	10
Cc1cccc(NC(=O)COC(=O)c2n[nH]c3ccccc23)c1C	25*	-21	1.0	109	2	-1	-9	-13	-5	3	21
N#CCSc1nnc(COc2ccccc2)n1-c1ccccc1	1	-5	0.6	·	1	-3	3	0	-2	-3	5
Nc1cccc(C#Cc2ccc3c(c2)C(=O)/C(=C/c2ccsc2)O3)c1	-9	-14	3.2	88	·	·	6	44	-3	3	14
CC(SCC(=O)Nc1ccc(F)cc1)c1nc2ccccc2c(=O)[nH]1 (centres undefined)	-7	-18	-1.5	95	-27	-4	-2	-5	-16	-3	18
Cc1cccc(C)c1OCc1nnc(SCC(=O)NCc2ccccc2)o1	2	-19	-1.9	101	13	-1	-4	-4	5	7	19
CSCCC(NC(=O)c1ccc(Br)cc1)C(=O)O (centres undefined)	-2	-3	-0.3	112	-10	0	5	-10	2	-6	3
O=[N+]([O-])c1cccc(/C=N/Nc2nc(NCc3ccccc3)nc(N3CCOCC3)n2)c1	8	-4	-0.2	128	3	-2	-4	-8	9	11	4
Cc1cc(Br)ccc1NC(=O)C1CCN(C(=O)c2ccco2)CC1	-6	-6	7.2	·	0	7	-2	2	6	10	6
c1ccc(Cc2nnc3n2N=C(c2ccccc2)CS3)cc1	-2	-6	0.8	100	·	0	-7	16	-3	7	6
COc1ccccc1C(=O)NCCC(=O)N(C)CC(=O)Nc1c(Cl)cccc1Cl	-1	8	0.3	102	-13	-1	-7	4	-7	2	-8
COC(=O)c1ccc(Nc2nc(C)nc3c2nnn3Cc2ccccc2)cc1	-2	42	-1.7	103	-4	-1	1	-9	-3	18	-42
CCOC(=O)N1CCC(NC(=O)c2cccc3c2C(=O)N(Cc2cccnc2)C3)CC1	-4	3	-1.4	109	-9	-2	1	-11	-6	3	-3
CC(C(=O)NN=C(c1ccccc1)c1ccccc1)N1CCCC1 (centres undefined)	0	-5	-1.7	98	1	2	-6	4	-7	39	5
CC1(C)CC(=O)N(CC(=O)N2CCN(c3ncccn3)CC2)c2ccccc2S1(=O)=O	-4	-15	-1.8	110	11	·	0	5	5	5	15
Cc1cc(NS(=O)(=O)c2ccc(NC(=O)Cc3ccc(Cl)c(Cl)c3)cc2)no1	-12	-14	-0.9	100	·	0	-12	-9	0	-4	14
COc1ccccc1N(C)S(=O)(=O)c1ccc(C(=O)OCC(=O)Nc2ccccc2F)cc1	-7	0	-0.4	88	8	-2	0	1	-13	37	0
O=C(CCCn1c(=O)[nH]c2cc(Cl)ccc2c1=O)NCCCN1CCN(c2ccc(F)cc2)CC1	-11	·	-0.6	102	-2	6	3	1	-5	5	·
Cc1cc(C)cc(SCc2noc(C(=O)NCCCN3CCOCC3)c2C(=O)NCCCN2CCOCC2)c1	2	-43	-1.4	98	2	·	-12	10	3	24	43
Cc1cc(N2CCOCC2)n2ncc(-c3ccc(Cl)cc3)c2n1	-5	39	-0.6	101	23	-3	-4	·	-6	-15	-39
O=C(NCCCNCc1ccccc1)/C(=N\O)c1ccccc1	-9	-17	0.2	108	-12	1	0	1	-1	-7	17
COC(=O)c1ccsc1NC(=O)c1ccccc1	-12	-18	-1.6	104	-6	·	-11	-4	-1	-4	18
COc1cc(C(=O)Nc2ccc(NC(=O)c3ccccc3)nc2)cc(OC)c1OC	-9	54	0.3	92	-3	4	8	10	-12	-10	-54
CCS(=O)(=O)N1CCN(c2ccc(C(=O)NC3C4CC5CC(C4)CC3C5)cc2[N+](=O)[O-])CC1 (centres undefined)	-7	19	0.0	100	23	2	0	-1	-5	·	-19
O=C(O)/C=C/C(=O)NC1CCCCC1	-2	6	1.0	97	0	-2	-8	-3	9	-2	-6
COC(=O)C1=C(C)Nc2nnnn2C1c1cccnc1 (centres undefined)	9	-11	0.1	·	77	1	-5	0	-5	1	11
CCc1ccccc1NC(=O)c1cc(S(=O)(=O)N(C)C)ccc1N1CCCC1	-18	10	0.4	·	168	-1	-2	-10	-5	-1	-10
O=C(NCCc1ccccc1F)C1CCCN1S(=O)(=O)c1ccc2ccccc2c1 (centres undefined)	-9	9	0.0	101	10	-2	-2	15	-11	-14	-9
O=C(COC(=O)c1ccc(Br)o1)NCCNC(=O)COC(=O)c1ccc(Br)o1	0	-25	1.2	88	7	1	-10	0	-8	20	25
Cc1cc(=O)oc2c(C)c(OCC(=O)Nc3cccnc3)ccc12	-10	-7	-0.8	96	-4	-3	2	59	18	4	7
